Screening results deposited in PubChem BioAssay by several laboratories.
T cell HTS: modulators of CD8 T cell-vesicle binding, primary screen, mouse 2C CD8+ T cells, flow cytometry. 2C CD8+ T cell-vesicle binding; stronger effect = lower value. calls only at 7 µM. 330,000 compounds, 0.068% hits;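 active means response, share of CD8 T cells binding vesicles, and their 90th percentile fluorescence all below set limits, cut at about 80% in these data, passing the limit was not always enough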
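Incubation: binding step 1.5 h, 37 °C, antibody labelling 20 min, ice; system: murine 2C transgenic CD8+ T lymphocytes; technique: cytometric PE anti-B7-1 and Alexa647 anti-CD8 signals after 1% paraformaldehyde fixation; also added: QL9-charged Drosophila Ld/ICAM-1/B7-1 vesicles; control set: naked versus QL9-loaded vesicles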
NTR1 ag: agonists of NTR1, primary screen, imaging, U2OS cells, beta-arrestin-GFP, high content (AID 493036); Neurotensin receptor type 1 (Homo sapiens), P30989; NTR1-U2OS beta-arrestin-GFP spot imaging, agonist mode; activation, % at 20 µM; 330,000 compounds, 0.17% hits;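 active means activation at or above 40% of the spot to cytoplasm intensity ratio, with at least 20 cells analyzed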;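 further: 0% = DMSO without peptide and 100% = 100 nM NTR1 peptide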
Target sequence (P30989 whole entry, looked up): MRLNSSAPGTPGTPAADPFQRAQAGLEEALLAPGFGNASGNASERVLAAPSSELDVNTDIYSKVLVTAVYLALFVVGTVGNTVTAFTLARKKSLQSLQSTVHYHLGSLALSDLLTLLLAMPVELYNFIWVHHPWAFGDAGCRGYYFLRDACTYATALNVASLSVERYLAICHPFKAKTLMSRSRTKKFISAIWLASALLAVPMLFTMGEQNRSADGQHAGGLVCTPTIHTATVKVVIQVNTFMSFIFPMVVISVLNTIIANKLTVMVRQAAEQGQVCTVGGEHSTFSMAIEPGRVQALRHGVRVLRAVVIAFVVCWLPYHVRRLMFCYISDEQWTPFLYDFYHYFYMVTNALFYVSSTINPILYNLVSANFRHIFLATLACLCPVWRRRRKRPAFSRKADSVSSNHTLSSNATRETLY
Rac1 GTP hydrolysis: MgcRacGAP GTPase-activating activity inhibitors, confirmation, biochemical, ADP Hunter fluorescence | Rac GTPase-activating protein 1 (Homo sapiens) | MgcRacGAP-stimulated Rac1 GTP hydrolysis, ADP Hunter fluorescence; higher % means a stronger effect; GST-tagged Rac1 F28L mutant substrate | inhibition, % at 30 µM; hits with a dose series show IC50 in µM | 340,000 compounds, 0.6% hits;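 active means first-screen hits whose inhibition reached a set limit at any dose in the follow-up dose series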;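 further: fluorescence reports GDP produced by GAP-driven GTP hydrolysis; strong numbers were not always called active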
T cell HTS vesicle-bound %: second read-out of T cell HTS, no call of its own (marks repeat the call); double positive events, %; measured here: CD8+ vesicle-bound cell fraction;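 binding gate set so that unloaded-vesicle control wells show 10% double positive cells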
NTR1 ag cell count 20 µM: further read-out of NTR1 ag, marked with its call; cell count; measured here: cell count, cytotoxicity flag
Active calls of the source: *; i = inactive. Only part of the results is shown. The share of hits here may be higher or lower than overall.

mol	NTR1 ag	T cell HTS	NTR1 ag cell count 20 µM	T cell HTS vesicle-bound %	Rac1 GTP hydrolysis
COc1cc(C#Cc2c(-c3cncn3C)n(C)c3ccc(-c4cnc(N5CCOCC5)nc4)cc23)cc(OC)c1	0.3	i	70	15	8%
CN(C(=O)COC(=O)C1=COCCO1)C1(C#N)CCCCC1	-0.8	i	56	37	4%
CCOC(=O)c1c(NC(=O)COC(=O)c2cccnc2OCC)sc(C(=O)N(CC)CC)c1C	4.8	i	59	41	6%
O=C(NCCc1ccc(Cl)cc1Cl)C1=CC=CN2CCS(=O)(=O)N=C12	-2.1	i	57	29	5%
CCOc1ccc(NS(=O)(=O)c2cccc(C(=O)N(C)Cc3ccco3)c2)cc1	0.0	i	56	42	5%
Cc1noc(C)c1C(=O)NCC1COc2ccccc2O1 (stereo not given)	-2.1	i	51	4	1%
O=C(NCc1ccccn1)c1ccc(Cl)c(S(=O)(=O)NCc2ccccc2)c1	1.7	i	87	54	1%
O=C(COC(=O)c1ccco1)Nc1cc(S(=O)(=O)N2CCCCC2)ccc1Cl	-0.6	i	50	56	7%
CCCN(CC(=O)Nc1ccccc1OC)C(=O)c1cc(-c2ccccc2)nn1-c1ccccc1	6.5	i	69	41	4%
O=C(CNC(=O)c1ccc(OC(F)F)cc1)NCC1(N2CCOCC2)CCCCC1	-0.4	i	62	38	3%
COc1cc(NC(=O)CN2C(=O)c3ccccc3S2(=O)=O)cc(OC)c1	1.8	i	49	5	4%
COc1ccc([C@H]2CC(=O)C=C(c3ccc(NC(C)=O)cc3)C2)cc1OC	-0.7	i	52	33	-5%
CCCCCCc1cc2cc(/C(N)=N/NC(=O)c3ccncc3)c(=O)oc2cc1O	16	i	65	30	4%
CC(C)(C)CC(=O)Nc1ccc(S(=O)(=O)NC2=NCCCCC2)cc1	0.0	i	68	13	4%
Cc1ccc(-n2nnnc2SCC(=O)N2CCNC2=O)cc1C	0.6	i	74	8	2%
COc1ccccc1/C=C/C(=O)OCC(=O)Nc1c(C)nn(-c2ccccc2)c1C	0.6	i	92	33	2%
COC(=O)c1cc(C)nc2c1c(C)nn2-c1ccccc1	1.1	i	63	18	3%
CC(C)N(Cc1ccccc1)C(=O)COC(=O)c1cnc(Cl)c(Cl)c1	-1.7	i	23	38	9%
Cc1ncc[nH]1	-1.5	i	48	21	6%
C[C@]12CC[C@H](O)CC1=CCC1C2CC[C@@]2(C)C1CCC21OCCO1 (stereo not given in full)	-0.2	i	53	33	0%

Molecules shown so far that have four or more nitrogen atoms:
mol	NTR1 ag	T cell HTS	NTR1 ag cell count 20 µM	T cell HTS vesicle-bound %	Rac1 GTP hydrolysis
COc1cc(C#Cc2c(-c3cncn3C)n(C)c3ccc(-c4cnc(N5CCOCC5)nc4)cc23)cc(OC)c1	0.3	i	70	15	8%
CCCN(CC(=O)Nc1ccccc1OC)C(=O)c1cc(-c2ccccc2)nn1-c1ccccc1	6.5	i	69	41	4%
CCCCCCc1cc2cc(/C(N)=N/NC(=O)c3ccncc3)c(=O)oc2cc1O	16	i	65	30	4%
Cc1ccc(-n2nnnc2SCC(=O)N2CCNC2=O)cc1C	0.6	i	74	8	2%

Later entries
mol	NTR1 ag	T cell HTS	NTR1 ag cell count 20 µM	T cell HTS vesicle-bound %	Rac1 GTP hydrolysis
COc1ccc(NC(=O)Nc2cccc3c2O[C@H](CN(C)C(=O)Nc2ccc(OC)cc2)[C@@H](C)CN([C@H](C)CO)C3=O)cc1	0.0	i	49	57	7%
CCCSc1ccc([C@@H]2[C@H]3C(=O)N(C)C(=O)[C@H]3[C@]3(C(=O)OC)CCCN23)cc1OC	-0.2	i	75	34	4%
O=S(=O)(NC1=NCCCCC1)c1ccc(Cl)cc1Cl	0.6	i	53	41	6%
O=S(=O)(NCc1ccccc1)[C@@H]1CC2C=CC1C2 (stereo not given in full)	0.0	i	60	28	8%
CC(C)(C)OC(=O)N[C@@H](C(=O)OC(C)(C)C)c1ccc(Br)cc1	1.7	i	55	54	8%
O=C(c1cccc(S(=O)(=O)N2CCCCC2)c1)N1CCN(Cc2ccccc2)CC1	-1.5	i	61	41	-6%
COc1ccc(-c2nn(-c3ccccc3)cc2C(=O)NC2CC2)cc1	-0.3	i	95	3	7%
O=C(NCc1ccccc1)c1cccc2c1C(=O)c1ccc(/C=C/c3ccccc3)cc1S2(=O)=O	3.8	i	71	12	1%
CC(Oc1ccccc1)C(=O)Nc1nc(-c2ccncc2)cs1 (stereo not given)	5.7	i	53	35	7%
C[C@H](CO)N1C[C@H](C)[C@@H](CN(C)S(C)(=O)=O)Oc2ccc(NS(=O)(=O)c3ccccc3)cc2C1=O	1.1	i	60	56	7%
CC(=O)c1cccc(NC(=O)COc2cc(C)on2)c1	-1.7	i	43	33	4%
CCOC(=O)N1CCN(C(=O)c2ccc(S(=O)(=O)Nc3ccccc3)cc2)CC1	-1.5	i	60	47	-1%
CCN(C(=O)c1ccc(=O)n(C)n1)c1c(N)n(Cc2ccccc2)c(=O)[nH]c1=O	-0.7	i	66	42	-2%
CCN(CC)c1ccc(NC(=O)COC(=O)CCC(=O)c2cccs2)cc1	-1.4	i	52	55	74µM*
O=C(C[C@H]1C/C=C\C[C@H](NC(=O)OCC2c3ccccc3-c3ccccc32)C(=O)OC[C@H]2CCCN2C1=O)NCCO	2.5	i	49	17	8%
COc1ccc(OC)c(NC(=O)CN2C(=O)NC(C)(c3ccc4c(c3)OCCO4)C2=O)c1 (stereo not given)	-2.0	i	50	36	1%
COc1cc(C[C@@H]2C(=O)OC[C@H]2Cc2ccc(OC)c(OC)c2)ccc1O	2.8	i	52	41	3%
Nc1cc(=O)[nH]c(SCC(=O)Nc2ccc(N3CCCCC3)cc2)n1	-0.3	i	72	43	20%
C=CC[C@@H](Cc1ccc(F)cc1)C(=O)OC[C@@H]1CCCN1C(=O)[C@H](CC=C)CC(=O)N[C@H](CO)Cc1ccccc1	5.8	i	49	6	-2%
CCOC(=O)C1=C(O)/C(=C/c2cn(CC(=O)NCC3CCCO3)c3ccccc23)SC1=Nc1ccc(C)cc1 (stereo not given)	16	i	81	22	8%
CCn1c(SC(C)C(=O)Nc2ccc(N3CCOCC3)cc2)nnc1C1CC1 (stereo not given)	-0.2	i	57	6	5%
CC1CCN(c2ccc3c(c2)S(=O)(=O)c2cccc(C(=O)NCc4cccc(F)c4)c2C3=O)CC1	5.4	i	53	16	5%
COc1ccccc1CNC(=O)COC(=O)CNS(=O)(=O)c1ccc(NC(C)=O)cc1	3.7	i	57	31	6%
Cn1nc(C(=O)Nc2cc(Cl)ccc2N2CCCC2)c2ccccc2c1=O	3.0	i	67	42	11%
NS(=O)(=O)c1cccc(C(=O)OCC(=O)NC2CCCc3ccccc32)c1 (stereo not given)	-2.2	i	56	3	7%
COc1ccc([C@H]2CC(=O)C=C(c3cccc(F)c3OC)C2)cc1	-0.6	i	54	47	9%
CC(C)CCCC(C)NC(=O)c1cc(S(=O)(=O)N2CCCCC2)ccc1N1CCOCC1 (stereo not given)	-1.8	i	58	30	3%
Cc1ccc(Nc2nc(-c3ccc(S(=O)(=O)N4CCOCC4)cc3)cs2)cc1	20	i	60	17	7%
O=C(NCc1ccccc1CN1CCCC1)c1cccc(N2CCCC2=O)c1	0.8	i	45	34	6%
Cc1ccc2c(c1)C(=O)C(=O)N2Cc1ccccc1	1.2	i	72	16	15%
CCn1nnc2cc(C(=O)Nc3cc(Cl)ccc3C)ccc21	-1.4	i	94	14	4%
O=C(COC(=O)COc1ccc(Br)cc1)Nc1ccc2c(c1)OCCO2	7.2	i	41	34	0%
COCCn1c(C)cc(C(=O)CN2C(=O)NC3(CCCCCC3)C2=O)c1C	5.2	i	53	24	2%
Nc1nonc1-n1nnc(C(=O)N/N=C/c2cc(Cl)ccc2O)c1CN1CCCCCC1	-1.9	i	63	30	6%
COC(=O)c1c(NC(=O)Cc2cccs2)sc(C(=O)NC2CCCCC2)c1C	0.7	i	45	20	1%
CN(C(=O)COC(=O)C1CCN(S(=O)(=O)c2ccc(Cl)cc2)CC1)C1CCS(=O)(=O)C1 (stereo not given)	0.7	i	68	41	-2%
CC(CCc1ccccc1)NC(=O)CCNS(=O)(=O)c1ccccc1C(F)(F)F (stereo not given)	-1.6	i	52	49	5%
O=C(Cn1cnc2c(OCc3ccccc3)ncnc21)NCc1ccc2[nH]ccc2c1	7.9	i	50	20	5%
Cc1cc(SCC(=O)N2CCN(C(=O)c3ccco3)CC2)c(C)cc1Br	3.6	i	56	28	10%
Cn1c(N)c(C(=O)CSc2nnc(C3CC3)n2-c2ccccc2)c(=O)n(C)c1=O	3.3	i	56	24	7%

Another view of some results above.
CC1CCN(c2ccc3c(c2)S(=O)(=O)c2cccc(C(=O)NCc4cccc(F)c4)c2C3=O)CC1
- NTR1 ag: 5.4
- T cell HTS: i
- NTR1 ag cell count 20 µM: 53
- T cell HTS vesicle-bound %: 16
- Rac1 GTP hydrolysis: 5%

CC(C)CCCC(C)NC(=O)c1cc(S(=O)(=O)N2CCCCC2)ccc1N1CCOCC1 (stereo not given)
- NTR1 ag: -1.8
- T cell HTS: i
- NTR1 ag cell count 20 µM: 58
- T cell HTS vesicle-bound %: 30
- Rac1 GTP hydrolysis: 3%

CC(CCc1ccccc1)NC(=O)CCNS(=O)(=O)c1ccccc1C(F)(F)F (stereo not given)
- NTR1 ag: -1.6
- T cell HTS: i
- NTR1 ag cell count 20 µM: 52
- T cell HTS vesicle-bound %: 49
- Rac1 GTP hydrolysis: 5%

Next structures follow:
mol	NTR1 ag	T cell HTS	NTR1 ag cell count 20 µM	T cell HTS vesicle-bound %	Rac1 GTP hydrolysis
O=C(c1ccco1)N1CCN(C(=O)c2cn(-c3ccccc3)nc2-c2ccccc2)CC1	0.0	i	87	50	6%
COc1ccc(C(C)(C)C)cc1NC(=O)COC(=O)c1nc2nccc(C)n2n1	6.2	i	49	32	4%
COC(=O)[C@]1(C)N[C@H](CN(C)C(=O)NC(C)C)[C@@H]2C(=O)N(Cc3ccccc3)C(=O)[C@@H]21	2.8	i	62	10	9%
Nc1c(N(Cc2ccco2)C(=O)c2ccc(Cl)cc2)c(=O)[nH]c(=O)n1Cc1ccccc1	4.1	i	52	46	2%
CCOC(=O)[C@H]1[C@H]2COc3cc(OC)ccc3[C@@H]2N2C(=O)CN(CCc3c[nH]c4ccccc34)C(=O)[C@@]12C	-0.3	i	59	40	13%
Cc1ccc(C(=O)NNC(=O)c2cccc(S(=O)(=O)N3CCOCC3)c2)cc1	-1.7	i	47	22	2%
COc1cc(CC(=O)N2CCN(S(=O)(=O)c3ccc(C)cc3)CC2)cc(OC)c1OC	1.8	i	47	22	7%
O=C(Cc1csc(-c2ccc(F)cc2)n1)Nc1cccc(S(=O)(=O)NC2=NCCC2)c1	1.8	i	60	15	2%
C=C[C@](C)(CC[C@@]1(C)C(C)CC(OC2OC(C)C(OC3OC(COC(C)=O)C(O)C(O)C3O)C(O)C2O)[C@@]2(C)C(C)=CCCC12)OC1OC(C)C(O[C@@H]2O[C@@H](C)C(O)C(O)[C@H]2O)C(O)C1O (stereo not given in full)	4.8	i	61	11	-4%
CC(=O)O[C@H]1[C@H](O)[C@H](Oc2c(O)c(C)c3c4c2[C@@H](C)CC[C@@H]4[C@@H](C)C[C@H]3C=C(C)C)O[C@@H](C)[C@H]1O	8.3	i	14	10	5%
Cc1ccc(C)c(C(=O)CCC(=O)OCn2nnc3ccccc3c2=O)c1	1.7	i	52	42	2%
Cc1ccc(NC(=O)C(C)Sc2nnc3ccccn23)cc1 (stereo not given)	3.3	i	47	54	5%
COc1ccc(OC)c(CN2CCN(c3ccc(S(=O)(=O)N4CCCC4)cn3)CC2)c1	2.2	i	54	35	1%
COC(=O)[C@]1(Cc2ccccc2)N[C@H](CN(C)S(=O)(=O)c2ccc(OC(F)(F)F)cc2)[C@@H]2C(=O)N(C)C(=O)[C@@H]21	-1.3	i	46	10	4%
O=C(NN=Cc1c(F)cccc1F)c1ccccc1NS(=O)(=O)c1cccs1	-1.3	i	64	50	4%
COc1ccc(S(=O)(=O)N(C)C[C@H]2Oc3c(NC(=O)Nc4ccc(C(F)(F)F)cc4)cccc3C(=O)N([C@H](C)CO)C[C@@H]2C)cc1	9.5	i	68	12	10%
COc1ccccc1S(=O)(=O)N1CCNC(=O)C1	0.7	i	59	45	7%
Cc1cccc(C(=O)OCC(=O)N2CC(=O)Nc3ccccc32)c1C	-0.8	i	49	55	-3%
O=C(NNC(=O)c1cccc(C(F)(F)F)c1)c1ccc(-n2cnnn2)cc1	-0.3	i	52	49	4%
COCCCN1C(=O)c2ccc(C(=O)OCC(=O)NCc3cccc(OC)c3)cc2C1=O	-0.2	i	62	42	2%
